Source: PubChem BioAssay (Fisher Drug Discovery Resource Center)
mcGAS MS inh = inhibitors of mouse cGAS | Q8C6L5 | 0.18% of 130,000 active | AID 1259397 | inhibition, % at 12.5 µM | recombinant mouse cGAS, cGAMP by RapidFire MS;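 active = inhibition of cGAS enzyme activity at or above 60%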;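 also: enzyme stimulated by 45 bp dsDNA with ATP and GTP substrates; cGAMP share of summed cGAMP plus half ATP and half GTP signals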
Target sequence (Q8C6L5 whole entry, looked up): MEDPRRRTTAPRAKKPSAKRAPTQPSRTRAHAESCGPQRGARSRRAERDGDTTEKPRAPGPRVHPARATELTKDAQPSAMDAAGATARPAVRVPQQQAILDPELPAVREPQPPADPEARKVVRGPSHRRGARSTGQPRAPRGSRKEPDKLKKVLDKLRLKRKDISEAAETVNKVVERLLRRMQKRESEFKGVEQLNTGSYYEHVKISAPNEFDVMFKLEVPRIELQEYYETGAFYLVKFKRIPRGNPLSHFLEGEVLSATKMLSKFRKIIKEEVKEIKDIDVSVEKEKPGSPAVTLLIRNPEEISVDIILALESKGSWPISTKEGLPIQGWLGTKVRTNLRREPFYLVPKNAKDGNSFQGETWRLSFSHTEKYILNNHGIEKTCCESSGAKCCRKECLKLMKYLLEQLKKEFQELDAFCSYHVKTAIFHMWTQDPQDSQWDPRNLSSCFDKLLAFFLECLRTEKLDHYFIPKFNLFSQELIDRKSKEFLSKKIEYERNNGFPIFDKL
* hit, by the source's call; & = joins results of further samples.

What do the screens show for `CNC(=O)NC(=O)CN1CCN(c2ccc(F)cc2)CC1`?
mcGAS MS inh: -1

How did CC(C)n1nccc1NC(=O)C=C1CCCCC1 do in these assays?
mcGAS MS inh: 2

What do the screens show for `CCOc1ccc(S(=O)(=O)NCc2ccc3c(c2)OCO3)cc1C(C)(C)C`?
mcGAS MS inh: 4

Results for CCn1ncc(C(=O)NCCSc2nc3ccccc3o2)c1C ?
mcGAS MS inh: -6

Results for CCCC1C(=O)CC(C#N)(C#N)C(C#N)(C#N)C1C (centres undefined) ?
mcGAS MS inh: -4

What do the screens show for `CC(C)CC(C)N(C)C(=O)c1n[nH]c2ccccc12` (centres undefined)?
mcGAS MS inh: -7

Results for O=c1[nH]c2ccccc2c(-c2ccccc2)c1-n1cc(S(=O)(=O)N2CCCC2)ccc1=O ?
mcGAS MS inh: -6

Results for COc1cc(=O)n(-c2ccccc2)nc1C(=O)N1CCc2ccccc21 ?
mcGAS MS inh: -24

What do the screens show for `C(=Nc1nc2ccccc2nc1N1CCOCC1)N1CCN(C(c2ccccc2)c2ccccc2)CC1`?
mcGAS MS inh: -5

What do the screens show for `O=C(CNc1cccc2ccccc12)N1CCOCC1`?
mcGAS MS inh: -12

How did O=C(Nc1ccc2c(c1)CN(C(=O)C1CCOC1)CC2)c1ccccc1Cl (centres undefined) do in these assays?
mcGAS MS inh: 1

Results for CS(=O)(=O)c1ccc(NS(=O)(=O)c2ccccc2Br)cc1 ?
mcGAS MS inh: -2

Results for O=S(=O)(NCCSc1ccccn1)NCc1ccccc1 ?
mcGAS MS inh: -21

What do the screens show for `O=C1CC(N2CCCc3ccccc32)C(=O)N1c1ccccc1Cl` (centres undefined)?
mcGAS MS inh: -5

How did CCn1c(C)cc(O)c(C(c2ccc(Cl)cc2)N2CCN(C)CC2)c1=O (centres undefined) do in these assays?
mcGAS MS inh: -6

What do the screens show for `COc1ccc(C)c(NC(=O)c2ccc3nc(-c4ccc(C#N)cc4)[nH]c3c2)c1`?
mcGAS MS inh: -13

What do the screens show for `CCCCc1nc2cc(C(=O)NCc3nc(C)c4c(n3)CCCC4)ccc2o1`?
mcGAS MS inh: -10

What do the screens show for `CC(c1nc(-c2ccc(Cl)cc2)no1)N1CCC(CN2CCCCC2)C1` (centres undefined)?
mcGAS MS inh: -3

What do the screens show for `COc1cccc(C2CC(c3ccc(Br)cc3)=NN2S(C)(=O)=O)c1OC` (centres undefined)?
mcGAS MS inh: -2

How did O=C(/C=C\c1ccco1)Nc1c2c(nn1-c1ccc([N+](=O)[O-])cc1)CSC2 do in these assays?
mcGAS MS inh: -5

Results for CCC(C)(C)NC(=O)c1ccc(-n2cncn2)cc1 ?
mcGAS MS inh: -3

How did CCn1nc(C(=O)O)cc1-c1ccc(F)c(F)c1 do in these assays?
mcGAS MS inh: 0

What do the screens show for `CC(C1CCN(c2nc(C(C)(C)C)nc3c2cnn3C)CC1)N1CCOCC1` (centres undefined)?
mcGAS MS inh: -11

What do the screens show for `O=C(NCC1CCCO1)C1CCCN(S(=O)(=O)N2CCCCC2)C1` (centres undefined)?
mcGAS MS inh: -5

How did N#Cc1ccc(N2CCCN(C(=O)NC3CC3c3cccc(F)c3)CC2)cc1 (centres undefined) do in these assays?
mcGAS MS inh: -1

What do the screens show for `CC1(C(=O)NC2CC2)CCN1Cc1ccc2ccccc2c1` (centres undefined)?
mcGAS MS inh: -8

What do the screens show for `Cc1cc(O)cc(=O)n1CC(=O)N1CCCCC1c1cc2ccccc2[nH]1` (centres undefined)?
mcGAS MS inh: -32

Results for CS(=O)(=O)c1ccc(NS(=O)(=O)c2ccc(F)c(F)c2)cc1 ?
mcGAS MS inh: 21

What do the screens show for `CCCCc1cn(CC2CCN(C(=O)c3ccc4cc[nH]c4c3)CC2)nn1`?
mcGAS MS inh: -1

How did CC1=CC[C@@H]2CN(C(=O)CCS(=O)(=O)c3ccccc3)C[C@@H]2C1 do in these assays?
mcGAS MS inh: 12

What do the screens show for `CCN1CCN(CC(=O)N2CCC3(CCCN(CCC4CCCCC4)C3)C2)CC1` (centres undefined)?
mcGAS MS inh: -9

Results for Cc1cn2c3c(=O)n(CC(C)C)c(=O)n(C)c3nc2n1C(C)C ?
mcGAS MS inh: -1

What do the screens show for `C#CC1(NC(=O)C2CCN(CCOC)C2)CCCCC1` (centres undefined)?
mcGAS MS inh: 10

Results for CC1(C)OC2C(CO)OC(NC(=O)CNC(=O)c3ccccc3)C2O1 (centres undefined) ?
mcGAS MS inh: -15

Results for O=C(C[n+]1ccccc1-c1ccccn1)c1ccc2c(c1)OCCO2 ?
mcGAS MS inh: -10

How did CS(=O)(=O)C(C#N)=Cc1cccc(C(F)(F)F)c1 do in these assays?
mcGAS MS inh: -2

How did NC(=O)CCn1cc(CN2CCCCC2c2cccnc2)c2ccccc21 (centres undefined) do in these assays?
mcGAS MS inh: -2

Results for CC1(C(=O)Nc2cccc(NS(C)(=O)=O)c2)CCN1Cc1ccccc1Cl (centres undefined) ?
mcGAS MS inh: -3

Results for O=S(=O)(c1cccc(F)c1)N1CCN(c2nccs2)CC1 ?
mcGAS MS inh: 3

How did Cn1c(SCC(=O)Nc2ccccc2)nnc1-c1ccc(=O)n(C)c1 do in these assays?
mcGAS MS inh: -4

Twelve compounds out of the list, arranged by formula weight, highest first.
Results for O=c1[nH]c2ccccc2c(-c2ccccc2)c1-n1cc(S(=O)(=O)N2CCCC2)ccc1=O ?
mcGAS MS inh: -6

What do the screens show for `CC(C1CCN(c2nc(C(C)(C)C)nc3c2cnn3C)CC1)N1CCOCC1` (centres undefined)?
mcGAS MS inh: -11

How did O=C(Nc1ccc2c(c1)CN(C(=O)C1CCOC1)CC2)c1ccccc1Cl (centres undefined) do in these assays?
mcGAS MS inh: 1

How did N#Cc1ccc(N2CCCN(C(=O)NC3CC3c3cccc(F)c3)CC2)cc1 (centres undefined) do in these assays?
mcGAS MS inh: -1

How did CCn1c(C)cc(O)c(C(c2ccc(Cl)cc2)N2CCN(C)CC2)c1=O (centres undefined) do in these assays?
mcGAS MS inh: -6

How did NC(=O)CCn1cc(CN2CCCCC2c2cccnc2)c2ccccc21 (centres undefined) do in these assays?
mcGAS MS inh: -2

What do the screens show for `O=C(NCC1CCCO1)C1CCCN(S(=O)(=O)N2CCCCC2)C1` (centres undefined)?
mcGAS MS inh: -5

How did Cn1c(SCC(=O)Nc2ccccc2)nnc1-c1ccc(=O)n(C)c1 do in these assays?
mcGAS MS inh: -4

How did CC1=CC[C@@H]2CN(C(=O)CCS(=O)(=O)c3ccccc3)C[C@@H]2C1 do in these assays?
mcGAS MS inh: 12

Results for CCn1ncc(C(=O)NCCSc2nc3ccccc3o2)c1C ?
mcGAS MS inh: -6

What do the screens show for `CC1(C(=O)NC2CC2)CCN1Cc1ccc2ccccc2c1` (centres undefined)?
mcGAS MS inh: -8

Results for CCC(C)(C)NC(=O)c1ccc(-n2cncn2)cc1 ?
mcGAS MS inh: -3

(continued)
What do the screens show for `Cc1ccc(C(=O)N2CCC(n3nccc3NC(=O)CCOc3ccccc3)CC2)s1`?
mcGAS MS inh: 1

Results for Cc1csc(NC(=O)CCc2nc(Cc3ccccc3)no2)n1 ?
mcGAS MS inh: 6

What do the screens show for `Cc1cc(C)cc(C(=O)N(C)CC(=O)N2CCCC2)c1`?
mcGAS MS inh: -8

Results for CN1C[C@H](C(=O)N[C@]2(C)O[C@@]3(O)[C@@H]4CCCN4C(=O)[C@H](Cc4ccccc4)N3C2=O)C[C@@H]2c3cccc4[nH]cc(c34)C[C@H]21 ?
mcGAS MS inh: -3&0

How did O=C(c1cn(CCCc2ccccc2)nn1)N1CCN(Cc2cccc(Cl)c2)CC1 do in these assays?
mcGAS MS inh: -10

What do the screens show for `O=S(=O)(NCCc1ccc(Cl)cc1)c1ccc(Cl)cc1`?
mcGAS MS inh: -2

Results for Cn1cc(-c2noc(C3CCCCCC3)n2)cn1 ?
mcGAS MS inh: -3

Results for O=c1cccnn1CCNS(=O)(=O)c1ccc(Cl)c(Cl)c1 ?
mcGAS MS inh: -6

How did C#CCNS(=O)(=O)c1ccc(C)cc1Cl do in these assays?
mcGAS MS inh: -3

What do the screens show for `C=CCc1ccccc1OCC(O)Cn1c(=O)c(C#N)c2n(c1=O)CCCCC2` (centres undefined)?
mcGAS MS inh: -1

Results for CC1(C(=O)NS(=O)(=O)Cc2ccccc2C(F)(F)F)CCN1C(=O)Cc1ccsc1 (centres undefined) ?
mcGAS MS inh: -7

Results for CCN(Cc1ccncc1)C1CCCN(C(=O)c2ccn(C(C)(C)C)c2)C1 (centres undefined) ?
mcGAS MS inh: -21

How did CN(Cc1ccccc1)c1nc2c(c(=O)n(C)c(=O)n2C)n1CCSc1ncccn1 do in these assays?
mcGAS MS inh: -3

How did COc1ccccc1NC1CCN(CC2CCCCO2)CC1 (centres undefined) do in these assays?
mcGAS MS inh: 0

How did CC(C)c1n[nH]c(=S)c2c1cnn2-c1ccc(F)cc1 do in these assays?
mcGAS MS inh: -1

How did CC1CCN(Cc2nnnn2CCCC(=O)NCC2COc3ccccc3O2)CC1 (centres undefined) do in these assays?
mcGAS MS inh: -2

How did O=C(NCc1ccc(Cn2ccnc2)cc1)C1=CCCCO1 do in these assays?
mcGAS MS inh: 0

How did CCN(CC(=O)NCc1cccs1)c1cccc(F)c1C#N do in these assays?
mcGAS MS inh: -7

How did C=CCN(Cc1ccccc1Cl)C(=O)c1ccc(CN(C)C)o1 do in these assays?
mcGAS MS inh: -24

What do the screens show for `COc1ccc(-c2noc(Cc3ccc(F)c(Br)c3)n2)cn1`?
mcGAS MS inh: -4

Results for CC(C)C(C(=O)N1CCN(CC(C)(C)O)CC1)N1CCCC1=O (centres undefined) ?
mcGAS MS inh: -6

Results for Cc1cccc(-n2ccnc2CN2CCN(Cc3ccsc3)C(CCO)C2)c1 (centres undefined) ?
mcGAS MS inh: -2

Results for COc1cccc(-c2nc(C=Nc3cc(Cl)ccc3C)c(O)o2)c1 ?
mcGAS MS inh: -8

What do the screens show for `O=C(c1ccc(C(F)(F)F)nc1)N1CCOC(COc2ccc3c(c2)CCCC3)C1` (centres undefined)?
mcGAS MS inh: -4

How did Cc1csc(SCC(=O)NC2CCCN(C3Cc4ccccc4C3)C2)n1 (centres undefined) do in these assays?
mcGAS MS inh: -12

Results for O=C(NC1CCCCC1)N1CCC(n2cc(CN3CC[C@@H](O)C3)nn2)CC1 ?
mcGAS MS inh: 7

Results for N#CC(=Cc1ccc([N+](=O)[O-])cc1)S(=O)(=O)c1ccc(Cl)cc1 ?
mcGAS MS inh: 18

How did CC(C)(C)c1ccc(OCC(=O)Nc2ncn[nH]2)c(Br)c1 do in these assays?
mcGAS MS inh: 0

How did CCn1ccnc1CN1CCN(Cc2ccc(OC)c(C)c2)C(CCO)C1 (centres undefined) do in these assays?
mcGAS MS inh: -3

What do the screens show for `COC(=O)C1C(=O)C2=C(CC1C)NC(C)=C(C(=O)OC(C)C)C2c1ccc(C)o1` (centres undefined)?
mcGAS MS inh: 14

What do the screens show for `Cc1ncsc1CCCn1cnnc1`?
mcGAS MS inh: -19

What do the screens show for `O=C(CCCn1cncn1)N(Cc1ccco1)C1CCCC1`?
mcGAS MS inh: -12

How did O=C(C1CCN(c2ccnc3ccc(Br)cc23)CC1)N1CCOCC1 do in these assays?
mcGAS MS inh: 2

What do the screens show for `Cc1ccccc1-n1cc(CN(C)C(=O)c2ccccc2C2CCNC2)cn1` (centres undefined)?
mcGAS MS inh: -11

What do the screens show for `CCCCCN1N=C(c2ccccc2)Cn2c1nc1c2c(=O)n(C)c(=O)n1C`?
mcGAS MS inh: 3

Results for NC(=O)NC(=O)C=P(c1ccccc1)(c1ccccc1)c1ccccc1 ?
mcGAS MS inh: -46

Results for O=C(c1csc2c1CCCC2)N1CCCCC1 ?
mcGAS MS inh: -2

Results for C=C1OC(=O)OC1(C)CCC1=C(C)CCCC1(C)C (centres undefined) ?
mcGAS MS inh: -4

How did Cc1csc(SC(C(=O)NC2CC2)c2ccc(F)cc2)n1 (centres undefined) do in these assays?
mcGAS MS inh: -10

Results for Cc1nccn1CCCCNC(=O)NC1CC1c1ccccc1F (centres undefined) ?
mcGAS MS inh: -1

Results for CCOC(=O)c1sc(=NC(=O)c2ccc(C)cc2)n(C)c1C ?
mcGAS MS inh: -5

How did Cc1ccc2cc(CCNC(=O)C3c4ccccc4Oc4ccccc43)c(=O)[nH]c2c1C do in these assays?
mcGAS MS inh: -7

How did COc1ccc(CN2CCN(c3ncnc4c3cnn4-c3ccccc3)CC2)cc1F do in these assays?
mcGAS MS inh: -1

What do the screens show for `COc1ccc(CN(C)C(=O)COc2cccc(F)c2)c(OC)c1OC`?
mcGAS MS inh: 3

What do the screens show for `CC(=O)Nc1ncc(C(=O)N2CCCC3(CN(C)C(=O)O3)C2)s1` (centres undefined)?
mcGAS MS inh: 1

Results for O=C(CCN1C(=O)CSc2ccccc21)NCc1ccc(Cl)cc1 ?
mcGAS MS inh: -4

How did N#CCCN(c1nc2ccccc2s1)S(=O)(=O)c1ccccc1 do in these assays?
mcGAS MS inh: -5

How did CN(Cc1ccccc1)C1CCCN(Cc2cnn(C)c2)C1 (centres undefined) do in these assays?
mcGAS MS inh: -4

Results for O=[N+]([O-])c1c(Cl)ncnc1N1CCCCC1 ?
mcGAS MS inh: -8

Results for Cc1cc(C)c(C)c(S(=O)(=O)Nc2ccccn2)c1C ?
mcGAS MS inh: -8

Results for CN1CCN(CCCCNC(=O)N(C)C2CCC2)CC1 ?
mcGAS MS inh: -7

What do the screens show for `Cc1cccnc1C1=NOC(Cc2ccccc2)C(=O)N1Cc1ccncc1` (centres undefined)?
mcGAS MS inh: -4

What do the screens show for `CC(C)c1cc(C(=O)NC2CCN(c3cccc(F)c3)CC2)n[nH]1`?
mcGAS MS inh: -4

Results for COc1ccc(C2Nc3ccccc3N=C3CC(C)(C)CC(=O)C32)c(OC)c1OC (centres undefined) ?
mcGAS MS inh: -12

Results for Cc1ccc2[nH]c(C(=O)NCC3(Cn4ccnc4C)CC3)c(C)c2c1 ?
mcGAS MS inh: -25

How did CN(CCCNC(=O)CCn1c(=O)oc2ccccc21)c1ccccc1 do in these assays?
mcGAS MS inh: 4

What do the screens show for `Cc1nn(-c2ccccc2)c2nc3c(cc(C#N)c4cccc[n+]43)cc12`?
mcGAS MS inh: -8

What do the screens show for `OC12CCCCC1C1(O)CCCCC1C1(CCCCC1)O2` (centres undefined)?
mcGAS MS inh: -15

What do the screens show for `O=[N+]([O-])c1cccc2nsnc12`?
mcGAS MS inh: -4

An excerpt (hit frequency here may not be typical).
